HIF-2a block = HIF-2a inhibition; 786-0 RCC cells HIF-2a reporter, luciferase luminescence, overnight; inhibition, % at 18.8 µM; actives 0.72% (n = 360,000);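 active = inhibition of the luminescence signal of 40% or more relative to plate controls, in a single-dose primary screen at 18.75 µM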
Vif imaging = blocks HIV Vif function. HEK293T cells, Vif self-association by quenched fluorescence, imaging, 24 h. inhibition, % at 7.49 µM. actives 0.35% (n = 340,000); in the data active = inhibition above about 50%, passing the limit was not always enough; note: some results filed as inactive read as strong as hits
Exocytosis inh = blocks lytic granule exocytosis; TALL-104 LAMP-1 surface exposure, flow cytometry; cells stimulated with thapsigargin and PMA; actives 0.66% (n = 360,000); inhibition, % at 10 µM; AID 651702;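 active = inhibition above about 55%, limit read from the data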
CaV13 ICDI inh = Primary screen for inhibitors of IQ motif and Ca2+-dependent inactivation inhibitor domain binding in CACNA1D, Förster resonance energy transfer in living cells, …; AID 743397; inhibition, % at 12.3 µM; HEK cells, CFP/YFP FRET ICDI-IQ, plate reader, 10 min; percent FRET-ratio fall versus neutral wells; actives 0.098% (n = 340,000);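 active = mean replicate inhibition of at least 30% and at least 1% of replicates passing that level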;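 note: 0% = median of the neutral control wells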
aDG glyco act = increases alpha dystroglycan glycosylation | activation, % at 10 µM | Pro5-aDG cells, alpha-DG glycosylation AlphaScreen (IIH6); 0% Pro5, 100% B10-LARGE cell signal | actives 0.22% (n = 360,000);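 active = activation of at least 8% versus controls, or a plate z-score of at least 8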;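 note: Pro5 are CHO cells carrying HIG-tagged alpha-DG that lacks glycosylation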
NR2E3 ag-1 = agonists of human nuclear receptor NR2E3. Q9Y5X4. AID 2300. GST-NR2E3/biotin-RetCOR TR-FRET, 1536-well. actives 0.12% (n = 320,000). inhibition of corepressor binding, % at 4.78 µM;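 active = percent inhibition above the cutoff of mean plus 3 SD of all tested compounds, set per screening campaign, cut at about 20% in these data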;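 note: 0% = DMSO wells and 100% = biotin wells as full block of FRET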
Target sequence (Q9Y5X4 whole entry, looked up): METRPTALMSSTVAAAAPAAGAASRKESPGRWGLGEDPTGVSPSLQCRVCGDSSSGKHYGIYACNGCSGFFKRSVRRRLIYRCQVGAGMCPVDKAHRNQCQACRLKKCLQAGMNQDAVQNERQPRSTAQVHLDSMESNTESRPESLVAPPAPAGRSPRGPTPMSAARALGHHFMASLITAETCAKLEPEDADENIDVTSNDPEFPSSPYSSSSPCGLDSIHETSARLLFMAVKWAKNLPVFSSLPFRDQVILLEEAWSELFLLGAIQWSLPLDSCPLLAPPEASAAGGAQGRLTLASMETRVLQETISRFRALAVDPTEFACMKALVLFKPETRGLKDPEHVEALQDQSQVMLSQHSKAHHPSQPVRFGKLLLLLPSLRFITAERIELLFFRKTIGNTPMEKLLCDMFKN
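Material: NR2E3–RetCOR corepressor complex | Quantity: 1.35 nM GST-tagged NR2E3 final | Schedule: 5 h at 4 °C | Replication: Singlicate compound wells | Reagent: RetCOR corepressor, biotinylated, 7 nM | Controls: Biotin wells as high control, 0.6% DMSO wells as low control | Signal: TR-FRET, Eu(K)-anti-GST donor, streptavidin-D2 acceptor, ex 340, em 617/671 nm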
NR2E3 ag-2 = agonists of human NR2E3 nuclear receptor. Q9Y5X4. CHO-S Gal4-NCOR/VP16-NR2E3 two-hybrid, luciferase. inhibition of corepressor binding, % at 3.98 µM. actives 0.35% (n = 360,000). AID 602229;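 active = inhibition above the mean of all tested compounds plus 3 SD, cut at about 70% in these data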;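 note: 0% = DMSO with NR2E3 transfected cells and 100% = cells lacking NR2E3 construct; higher means lower luciferase signal from less NR2E3 corepressor binding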
MITF TRPM1 inh = MITF TRPM1 promoter inhibition in SK-MEL-5 cells; SK-MEL-5 TRPM1 promoter luciferase, 24 h; actives 0.83% (n = 330,000); AID 488899; inhibition, % at 12.5 µM;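 active = mean inhibition across replicates of 60% or more, whatever share of single replicates reaches that level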; note: values of inactives mirror those of a sister screen read the other way
PDI inh = PDI (human) enzyme inhibition; PDI insulin aggregation turbidity, A650, 90 min; inhibition, % at 10 µM; actives 0.052% (n = 350,000);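 active = mean inhibition across replicates of 30% or more, whatever share of single replicates reach that level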;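 note: absorbance from insulin aggregation driven by PDI reduction with DTT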
Target sequence (P07237 whole entry, looked up): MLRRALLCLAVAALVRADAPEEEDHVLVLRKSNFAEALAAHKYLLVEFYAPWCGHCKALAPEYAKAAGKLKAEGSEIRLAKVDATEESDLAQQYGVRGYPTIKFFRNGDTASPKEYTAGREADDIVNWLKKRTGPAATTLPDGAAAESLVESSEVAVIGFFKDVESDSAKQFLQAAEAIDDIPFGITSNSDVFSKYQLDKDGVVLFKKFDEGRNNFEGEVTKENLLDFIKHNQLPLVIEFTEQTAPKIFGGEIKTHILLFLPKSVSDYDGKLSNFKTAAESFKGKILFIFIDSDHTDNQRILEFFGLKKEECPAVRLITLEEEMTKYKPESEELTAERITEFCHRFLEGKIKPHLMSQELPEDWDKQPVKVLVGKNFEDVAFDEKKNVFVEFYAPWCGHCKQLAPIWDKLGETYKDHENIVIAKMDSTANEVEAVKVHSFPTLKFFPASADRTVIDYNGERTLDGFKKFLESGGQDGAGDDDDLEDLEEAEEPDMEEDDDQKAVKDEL
Peg3 prom inh = inhibitors of Peg3 promoter; HeLa PEG-Prom luciferase reporter, luminescence, overnight; inhibition, % at 20 µM; actives 1.7% (n = 360,000);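 active = inhibition of at least 50% at 20 µM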
hiPSC survival = increases survival of single human iPS cells; hiPSC single-cell survival, ATPlite luminescence; 100% = ROCK inhibitor wells, 0% = DMSO; survival enhancement, % at 20 µM; actives 0.044% (n = 360,000); AID 602274; in the data active = survival enhancement above about 18%;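 note: cells exposed to compounds for 16 hours before the ATP read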
* hit, by the source's call; . = not tested or not shown.

SMILES	HIF-2a block	Vif imaging	Exocytosis inh	CaV13 ICDI inh	aDG glyco act	NR2E3 ag-1	NR2E3 ag-2	MITF TRPM1 inh	PDI inh	Peg3 prom inh	hiPSC survival
COC(=O)N/N=C(\CCC(=O)O)c1cccs1	-25	5	-4	-6	0.0	-2	-10	-3	-1	8	-0.3
C[C@@H]1CCC(=O)N(C[C@@H](C)CSc2ccccc2)CC1	-20	.	3	-5	0.2	-1	-18	2	11	-8	-0.3
C=CCOc1ccc(C(=O)Nc2ccccc2C(=O)NCc2cccnc2)cc1	-21	2	-16	-7	-0.2	5	-45	20	5	1	-0.8
CCc1c(C)sc(NC(=O)c2cc(C(C)C)on2)c1C#N	-155	-2	3	-3	0.0	-1	-46	-22	1	-52	-0.6
COc1ccccc1N1CCN(Cc2ccc(Br)o2)CC1	7	14	4	-5	0.3	-2	-2	2	-34	5	-0.4
NS(=O)(=O)c1ccc(NC(=O)c2cccc(Cl)c2)cc1	-40	11	1	-6	0.2	2	2	8	4	-21	0.1
CC(=O)NN1C(=O)c2ccc(Oc3ccc([N+](=O)[O-])cc3)cc2C1=O	8	-1	-3	-7	0.0	2	19	15	18	13	3.1
O=C(O)C1CC=CCC1C(=O)Nc1ccc(N2CCN(Cc3ccccc3)CC2)cc1 (stereo not given)	12	8	-2	-6	-0.3	0	20	5	9	0	-0.5
C=CC[C@H](CC(=O)N(CCO)Cc1ccccc1)C(=O)N[C@@H](COC(=O)[C@@H](CC=C)Cc1ccc(F)cc1)Cc1c[nH]c2ccccc12	-37	-6	54	-6	0.0	.	-27	1	-4	60*	-0.7
CC(NC(=O)c1ccc(N(C)C)cc1)c1ccc(F)cc1 (stereo not given)	3	10	4	-5	-0.1	-5	-2	8	-3	1	-0.2
COc1ccc(OC)c(NC(=O)COC(=O)c2ccc(-n3cnnn3)cc2)c1	20	3	-1	-6	-0.1	4	-4	7	8	12	0.4
CCCC(=O)N1CCN(Cc2nc3cc([N+](=O)[O-])ccc3n2C)CC1	3	-18	8	-4	0.0	-2	-23	0	3	-1	0.3
CCCCn1c(N)c(N(CCOC)C(=O)COC(=O)CNC(=O)c2ccc(Cl)c(Cl)c2)c(=O)[nH]c1=O	2	-1	-16	-2	0.6	.	2	6	-3	0	-0.5
O=Cc1[nH]c2ccccc2c1N(C(=O)CCl)c1ccccc1	31	-2	-2	-4	0.5	.	3	31	-5	34	-0.5
CC(C)(C)CNC(=O)[C@]1(C)CCC[C@@]2(C)C3CC[C@@]4(C)C[C@]3(CCC21)CC4=O (stereo not given in full)	11	-6	-5	-6	0.1	3	-1	-8	4	5	-2.0
COc1ccc(Cl)cc1C=CC=Nc1ccc(S(N)(=O)=O)cc1	5	-5	11	-2	0.1	.	-4	-1	-9	7	2.8
CN(CCc1ccccn1)c1ccccc1	-94	3	5	-7	-0.1	.	4	-71	-5	-118	0.2
O=[N+]([O-])c1ccc(NCCN2CCOCC2)c([N+](=O)[O-])c1	11	-4	-7	-4	-0.2	.	-18	-5	-4	0	-0.4
O=C(CSc1nc2ccccc2c(=O)n1-c1ccccc1F)Nc1ccc2c(c1)CCC2	16	-21	-1	-4	-0.6	-5	-1	11	2	20	-2.4
CC(OC(=O)CNS(=O)(=O)c1ccc(C#N)cc1)C(=O)Nc1cccc(C#N)c1 (stereo not given)	10	7	0	.	0.2	-3	-6	1	0	7	-0.1
COc1ccc(N(C)C(=O)C2CCN(S(=O)(=O)c3cccc4nonc34)CC2)cc1	11	-3	16	-3	0.1	1	-5	9	-3	17	-0.6
N#CC1(NC(=O)COc2cc(F)ccc2[N+](=O)[O-])CCCCC1	20	10	1	-4	1.3	5	-20	1	-1	-5	-0.3
CCOC(=O)N1CCc2c(sc3ncn(C)c(=O)c23)C1	6	4	-14	8	-0.1	0	-10	2	2	11	-0.4
COc1ccc(CC(=O)NNS(=O)(=O)c2ccccc2)cc1OC	17	-30	-1	0	-0.2	2	3	0	5	5	3.0
O=S(Cc1ccc(Cl)cc1)CC(O)COc1ccc(Cl)cc1 (stereo not given)	9	-5	-1	-4	-0.4	11	-2	4	1	10	1.1
O=C(COC(=O)/C=C/c1ccc2ccccc2n1)NNC(=O)c1ccccc1	22	.	-4	-15	-0.1	.	-5	.	0	-8	0.8
Cc1nc([N+](=O)[O-])c(Br)n1CC(=O)c1cccc([N+](=O)[O-])c1	21	1	1	6	0.1	2	8	20	-1	29	-3.5
CCC1Sc2ccccc2N(CC(=O)NC2CCCC2)C1=O (stereo not given)	-68	-10	-2	-11	-0.1	-2	-13	4	4	-6	0.0
C=CCNC(=O)/C(C#N)=C/c1c(N2CCN(c3ccc(OC)cc3)CC2)nc2c(C)cccn2c1=O	7	.	3	-12	-0.2	1	12	15	13	23	0.6
Cc1ccc(-c2ccc(SCC(=O)Nc3ccc4c(c3)OCCO4)nn2)cc1	-163	5	-2	-6	0.3	-3	-11	-38	4	-250	-2.6
COc1ccc(C)c2sc(N(CCN(C)C)C(=O)c3ccc(S(=O)(=O)N(C)c4ccccc4)cc3)nc12	1	22	-1	1	-0.2	.	-12	.	11	-4	2.5
O=C(NCc1ccccn1)c1cc(S(=O)(=O)N2CCCCC2)ccc1Cl	7	12	2	-6	-0.2	0	-21	3	-3	16	-1.8
CCc1nnc(NC(=O)c2oc3cc(C)c(C)cc3c2C)s1	-52	-1	-3	-5	0.5	-4	19	-41	-4	-99	0.9
O=C(Nc1ccsn1)c1ccc(Cl)cc1Cl	-135	8	-12	-4	0.0	-1	-106	-69	-9	-265	0.3
CC(C)c1cc(C(=O)N2CCCC(Nc3ccc(F)cc3)C2)nc(N)n1 (stereo not given)	12	14	2	-12	0.0	-1	-31	-8	4	4	0.6
CCc1ccc(C(=O)NNC(=O)C2CC(=O)N(Cc3ccccc3)C2)cc1 (stereo not given)	6	-3	-6	-6	1.4	3	-3	-5	2	-5	1.7
Cc1ccc(Cl)cc1N1CCN(S(=O)(=O)c2c(C)[nH]c(C)c2C(=O)N2CCCC2)CC1	24	4	5	-7	0.0	3	-5	2	-1	20	-0.5
COc1ccccc1N(CC(=O)N1CCCC1)S(=O)(=O)c1ccc(C)cc1	-2	20	2	-4	0.1	0	-20	-3	-7	-2	-0.4
CC(C)CN1C(=O)C(NC(=O)C2CC2)(C(F)(F)F)C2=C1CC(C)(C)CC2=O (stereo not given)	4	-5	-12	-4	-0.2	0	1	24	2	11	5.7
CSc1nc(Oc2ccc(Cl)cc2)c2sccc2n1	-1	1	-6	-7	0.0	-4	3	3	1	1	-2.3
COc1cc(C(C)=O)ccc1OCC(O)CNCC(O)c1ccccc1 (stereo not given)	7	4	5	-3	0.1	-1	1	-7	-4	4	0.0
CCN(CC(=O)Nc1ccccc1C(F)(F)F)C(=O)c1ccc2c(c1)NC(=O)C(C)S2 (stereo not given)	-11	-12	-1	-12	-0.1	.	-20	.	12	9	2.3
O=C1c2ccccc2C(=O)N1CCN1CCc2ccccc21	-141	-3	-1	-4	0.5	0	-72	-55	-4	-135	-1.3
CC(OCCN(C)C)C(=O)C12CC3CC(CC(C3)C1)C2 (stereo not given)	11	5	0	-4	-0.2	7	12	.	-4	13	-0.3
CCOCCCn1c(SCC(=O)Nc2ccccc2)nc2ccccc2c1=O	-3	4	4	0	0.0	-1	-16	-12	-8	10	0.9

Taken from the listing, 4 compounds:
SMILES	HIF-2a block	Vif imaging	Exocytosis inh	CaV13 ICDI inh	aDG glyco act	NR2E3 ag-1	NR2E3 ag-2	MITF TRPM1 inh	PDI inh	Peg3 prom inh	hiPSC survival
COC(=O)N/N=C(\CCC(=O)O)c1cccs1	-25	5	-4	-6	0.0	-2	-10	-3	-1	8	-0.3
C[C@@H]1CCC(=O)N(C[C@@H](C)CSc2ccccc2)CC1	-20	.	3	-5	0.2	-1	-18	2	11	-8	-0.3
C=CCOc1ccc(C(=O)Nc2ccccc2C(=O)NCc2cccnc2)cc1	-21	2	-16	-7	-0.2	5	-45	20	5	1	-0.8
CCc1c(C)sc(NC(=O)c2cc(C(C)C)on2)c1C#N	-155	-2	3	-3	0.0	-1	-46	-22	1	-52	-0.6

Continuation.
SMILES	HIF-2a block	Vif imaging	Exocytosis inh	CaV13 ICDI inh	aDG glyco act	NR2E3 ag-1	NR2E3 ag-2	MITF TRPM1 inh	PDI inh	Peg3 prom inh	hiPSC survival
COC(=O)c1ccc(Sc2ccccn2)c([N+](=O)[O-])c1	7	0	-12	-5	0.1	-1	16	-15	4	4	6.6
Cc1cccc(C)c1NC(=O)CNCC(=O)N(C)C	13	-7	1	-2	-0.3	7	-17	0	5	0	-0.2
Clc1ccc(CN2CCSCC2)c(Cl)c1	19	5	-10	3	-0.2	4	-18	1	-6	14	0.1
O=C(Nc1cccc(C(=O)N2CCOCC2)c1)NC1CCCCC1	4	33	-1	.	0.3	-1	-11	-1	9	6	-3.2
N#CC1CN(Cc2ccccc2)CN(Cc2ccccc2)C1	19	6	-3	10	0.0	-1	-41	7	2	23	-0.7
CC(C)c1cc(C(=O)N/N=C/c2cccnc2)cs1	-109	2	7	-2	0.3	2	-7	-23	4	-102	-2.2
COc1ccc(Cn2ccnc2SCC(=O)Nc2nnc(C)s2)cc1	0	3	-1	-6	-0.1	2	-35	-9	0	6	-0.3

An excerpt from above in order of their number in NR2E3 ag-2, descending.
SMILES | HIF-2a block | Vif imaging | Exocytosis inh | CaV13 ICDI inh | aDG glyco act | NR2E3 ag-1 | NR2E3 ag-2 | MITF TRPM1 inh | PDI inh | Peg3 prom inh
CC(C)CN1C(=O)C(NC(=O)C2CC2)(C(F)(F)F)C2=C1CC(C)(C)CC2=O (stereo not given) | 4 | -5 | -12 | -4 | -0.2 | 0 | 1 | 24 | 2 | 11
COc1ccc(N(C)C(=O)C2CCN(S(=O)(=O)c3cccc4nonc34)CC2)cc1 | 11 | -3 | 16 | -3 | 0.1 | 1 | -5 | 9 | -3 | 17
CCOC(=O)N1CCc2c(sc3ncn(C)c(=O)c23)C1 | 6 | 4 | -14 | 8 | -0.1 | 0 | -10 | 2 | 2 | 11
